N370S GC: inhibitors or activators of N370S glucocerebrosidase for Gaucher disease. AID 2101. N370S GC spleen homogenate, 4MU-glucoside fluorescence. 0.092% of 330,000 active. Potency, µM (titrated, usually from 59.4 µM), for inactives: at the top dose activity change, negative = inhibition, hits mostly inhibitors;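 note: 0% = full enzyme activity and -100% = no enzyme basal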
TDP1 inh: blocks human tyrosyl-DNA phosphodiesterase 1. Potency, µM (top dose mostly 130 µM), without a hit: top-dose activity change, negative = inhibition, usual class: inhibitors. 0.28% of 350,000 active. AID 485290. recombinant TDP1, AlphaScreen DNA substrate cleavage; note: nearly all actives have a fitted effect of over 40% in size
Target sequence (Q9NUW8 whole entry, looked up): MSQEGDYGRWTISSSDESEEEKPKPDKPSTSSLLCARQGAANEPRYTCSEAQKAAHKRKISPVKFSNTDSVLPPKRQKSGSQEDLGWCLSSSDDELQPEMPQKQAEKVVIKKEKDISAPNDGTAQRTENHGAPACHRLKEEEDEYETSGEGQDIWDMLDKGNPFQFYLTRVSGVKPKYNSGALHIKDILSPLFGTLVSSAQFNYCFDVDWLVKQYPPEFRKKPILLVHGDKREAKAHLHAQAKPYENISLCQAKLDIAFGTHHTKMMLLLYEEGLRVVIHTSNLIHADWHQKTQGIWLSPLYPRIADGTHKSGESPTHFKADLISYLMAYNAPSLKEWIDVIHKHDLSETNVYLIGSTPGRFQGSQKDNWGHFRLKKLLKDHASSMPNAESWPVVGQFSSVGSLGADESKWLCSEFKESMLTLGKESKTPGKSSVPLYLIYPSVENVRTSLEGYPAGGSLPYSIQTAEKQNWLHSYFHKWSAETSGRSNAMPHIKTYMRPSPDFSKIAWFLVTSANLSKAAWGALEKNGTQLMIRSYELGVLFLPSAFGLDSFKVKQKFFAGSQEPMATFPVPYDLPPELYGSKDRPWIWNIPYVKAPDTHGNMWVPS
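Steps: enzyme plus compound, 15 min RT; add biotin/phosphotyrosine-FITC oligonucleotide (15 nM final), react 5 min; add donor/acceptor beads (10 ug/ml final), 10 min; read AlphaScreen. Tdp1 at 1 nM final.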
DT40 TDP1 no CPT: qHTS for Inhibitors of human tyrosyl-DNA phosphodiesterase 1 (TDP1): qHTS in cells in absence of CPT. DT40 Tdp1-/- hTDP1 cells, no CPT, ATP luminescence, 48 h. Potency, µM (top dose mostly 46.2 µM), for inactives: at the highest dose activity change, negative = growth inhibition, hits mostly inhibitors. 15% of 420,000 active. AID 686978, 2013; note: nearly all actives have a fitted effect of over 55% in size
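No-CPT arm: Tdp1-/-;hTDP1 DT40 cells (400/well) plus compounds, incubated ≥48 hr at 37 °C. Readout CellTiter-Glo luminescence.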
The depositor's hits bear a star; ? = inconclusive; / = no result given; & = joins results of further samples; [ ] = dose if it differs, or a comment. Calls come from the whole dose curve; as a rule, active = well fitted curve in the direction sought with a large enough effect; inconclusive = small, poorly fitted or top-dose-only effect, or another doubt; inactive = no such curve, though single readings can be large; an effect the other way counts as inactive or inconclusive. Unless noted, % is set by controls: 0 for no effect and ±100 for the full control effect; potency is the fitted concentration of half-maximal effect.

A first look (two entries):
SMILES | N370S GC | TDP1 inh | DT40 TDP1 no CPT
C/C=C/C(=O)[C@@H](C)[C@@H](/C=C/C[Si](C)(C)C)C(C)C | 0.8% | 5.0% | /
Cc1ccc(NC(=O)CCc2c(C)nn(-c3ccc(N4CCCCC4)nn3)c2C)cc1F | -13.9% | 1.8%&11.0% | ?

The listing, from the first entry:
SMILES | N370S GC | TDP1 inh | DT40 TDP1 no CPT
C/C=C/C(=O)[C@@H](C)[C@@H](/C=C/C[Si](C)(C)C)C(C)C | 0.8% | 5.0% | /
Cc1ccc(NC(=O)CCc2c(C)nn(-c3ccc(N4CCCCC4)nn3)c2C)cc1F | -13.9% | 1.8%&11.0% | ?
COc1ccc(C(=O)/C=C\N2CCOCC2)cc1 | 4.3% | 4.2% | ?
COc1ccc(C2NC3=C(CCC3)C3(C#N)C(OC)(OC)N=C(N)C23C#N)cc1 (stereo not given) | -6.5% | 2.9% | 0.5%
O=C(CCCN1C(=O)c2cccc3cccc(c23)C1=O)NCc1ccco1 | -5.4% | -1.2% | -18.0%
COC(=O)c1cnc2c(c(C)nn2C)c1OC | -2.4% | 0.0% | -25.1%
Cc1cc(C)nc(NS(=O)(=O)c2ccc(NC(=O)c3ccc(S(=O)(=O)N4CCOCC4)cc3)cc2)n1 | 5.6% | 5.9% | -15.9%
C=CCn1c(C)cc(C(=O)COC(=O)c2ccc3c(c2)NC(=O)CS3)c1C | 6.5% | 5.6% | 16.4µM*
COc1cccc(/C=N/c2sc(Cc3ccccc3)c(C)c2C(N)=O)c1O | 17.9% | 5.3% | ?
Cc1cccc(-c2noc(-c3cccnc3NCc3ccco3)n2)c1 | / | 2.9% | ?
O=C(NCc1ccccc1Cl)[C@@H]1CCCN1S(=O)(=O)c1ccc(Cl)cc1 | / | 0.7% | 16.4µM*
COc1ccccc1CNC(=O)COC(=O)c1ccc(C)c(S(=O)(=O)N2CCCCC2)c1 | -2.8% | 1.8% | 8.9%
CCc1ccccc1S(=O)(=O)Cc1ccc(C(=O)NCC2CCCO2)o1 (stereo not given) | 1.1% | 1.0% | -27.2%
CCNC(=O)CSC1=N/C(=C\c2ccc(O)c(OCC)c2)C(=O)N1c1ccc(OC(F)F)cc1 | -8.8% | 3.5% | 11.6%
COc1cc(C(C)=O)ccc1OCC(=O)N1CCc2ccccc2C1 | -14.4% | 2.6% | -10.6%
CC(=O)Nc1cc2c(cc1NC(=O)c1cnccn1)OCCO2 | -1.2%[12.8 µM] | -5.6% | -7.5%
COc1ccc(NS(=O)(=O)c2ccc(S(=O)(=O)N3CCCC3)cc2)cc1 | -9.5% | 4.0% | 20.6µM*
Cc1ccc(-n2ncc3c2ncn2c(-c4ccncc4)nnc32)cc1 | 0.5% | 3.1% | /
Cn1cccc1/C=N/NC(=O)c1sc2ccccc2c1Cl | ? | 7.4% | -28.9%
COCCOC(=O)c1c(C)n(C)c2ccc(OC(=O)N3CCOCC3)cc12 | -18.9% | 6.2% | -20.4%

Fetched by compound from above, four records:
SMILES | N370S GC | TDP1 inh | DT40 TDP1 no CPT
Cc1cccc(-c2noc(-c3cccnc3NCc3ccco3)n2)c1 | / | 2.9% | ?
Cc1cc(C)nc(NS(=O)(=O)c2ccc(NC(=O)c3ccc(S(=O)(=O)N4CCOCC4)cc3)cc2)n1 | 5.6% | 5.9% | -15.9%
COc1cccc(/C=N/c2sc(Cc3ccccc3)c(C)c2C(N)=O)c1O | 17.9% | 5.3% | ?
Cc1ccc(-n2ncc3c2ncn2c(-c4ccncc4)nnc32)cc1 | 0.5% | 3.1% | /

Additional records.
SMILES | N370S GC | TDP1 inh | DT40 TDP1 no CPT
Cc1ccc(CCNC(=O)CCCn2c(=O)c3cccn3c3ccc(F)cc32)cc1 | / | -5.2% | 16.4µM*
OCCN1CCN(c2nc(-c3ccccc3)c3cc(Cl)ccc3n2)CC1 | -28.3% | 5.9% | 23.1µM*
CCSc1oc(-c2ccco2)nc1S(=O)(=O)c1ccc(F)cc1 | -3.3% | 5.6% | ?
CCOc1ncccc1C(=O)N1CCN(S(=O)(=O)c2ccc(Br)cc2Cl)CC1 | -8.4% | 2.7% | ?
CCN(c1ccccc1)S(=O)(=O)c1cnc[nH]1 | -19.1% | -2.2% | -11.3%
Cc1cc(NC(=O)c2cccc(S(=O)(=O)N3CCOCC3)c2)no1 | 2.4% | 2.3% | -9.6%
CCN(CC(=O)Nc1cccc(OC)c1)c1ncnc2sc(C)c(C)c12 | 0.2% | 2.7% | 20.6µM*
CNC(=O)CN(c1ccc(F)cc1)S(=O)(=O)c1cc(C)ccc1OC | 11.8% | -2.0% | -32.0%
COc1cc(/C=C2\C(=N)N3N=C(S(C)(=O)=O)SC3=NC2=O)cc(OC)c1OCCOc1ccccc1C | 0.9% | / | -7.9%
NS(=O)(=O)c1ccc(NC(=O)COC(=O)c2cc([N+](=O)[O-])ccc2Cl)cc1 | 2.5% | -2.6% | 6.7%
COc1cccc(N2CC(C(=O)N3CCC4(CC3)CC(=O)c3ccccc3O4)CC2=O)c1 (stereo not given) | ? | -0.8% | ?
CC1(C(=O)O)CCC(C(=O)N2CCOCC2)C1(C)C (stereo not given) | -3.8% | -6.3% | -9.1%
O=C(c1coc(=O)c(Br)c1)N1CCCc2ccccc21 | -0.4% | / | 2.59µM*
O=C(Nc1ccc(OC(F)(F)F)cc1)C1CCCCN1S(=O)(=O)c1ccccc1 (stereo not given) | 13.1% | -9.5% | 14.6µM*
CC(C)N1C(=O)N(c2ccccc2)C(C)(O)CC1(C)C (stereo not given) | -3.7% | -1.4% | -9.6%
Cc1ccc(C)c2c1cc(C)c1nnc(SCC(=O)Nc3nc4c(s3)CCCC4)n12 | 16.2% | 5.5% | -53.9%
Cc1cc(C)n2nc(C(=O)OCC(=O)N(C)C3CCCCC3)nc2n1 | 5.4% | 0.5% | 8.1%
Cc1cc(=O)n2nc(N3CCC(C(=O)Nc4ccc(Br)c(C)c4)CC3)sc2n1 | / | 7.6% | -28.7%
O=C1Cc2cc(S(=O)(=O)NCc3ccccc3Cl)cc3c2N1CCC3 | 0.3% | 5.5% | -17.6%
COC(=O)c1ccc(OCC(=O)N2CCCc3ccccc32)cc1 | -3.5% | 11.4% | -30.0%

Overlap with the part before: 2 entries, followed by the next part.
SMILES | N370S GC | TDP1 inh | DT40 TDP1 no CPT
O=C1Cc2cc(S(=O)(=O)NCc3ccccc3Cl)cc3c2N1CCC3 | 0.3% | 5.5% | -17.6%
COC(=O)c1ccc(OCC(=O)N2CCCc3ccccc32)cc1 | -3.5% | 11.4% | -30.0%
Cc1ccc(S(=O)(=O)NCC2CCC(C(=O)N3CCN(C)CC3)CC2)cc1 (stereo not given) | -2.0% | 0.4% | ?
CCCCc1cc(=O)oc2c(C)c(OCC(=O)N3CCC(C(N)=O)CC3)ccc12 | 2.5% | / | ?
Cc1n[nH]c(=S)n1/N=C/c1ccccc1OCc1ccc(Cl)cc1 | 2.1% | 5.4% | ?
C(=C\c1ccccc1)/C=N/Nc1nc(N2CCOCC2)nc(N2CCOCC2)n1 | -0.7% | 1.0% | ?
Cc1ccc2nc(N(CCCN(C)C)C(=O)c3ccc(S(=O)(=O)N4CCCCCC4)cc3)sc2c1 | ? | 8.4% | ?
O=C(Nc1ccc(C(=O)O)cc1)Nc1ccc([N+](=O)[O-])cc1 | -0.4% | / | -4.5%
O=C(Nc1nnc(CCS(=O)(=O)c2ccc3ccccc3c2)s1)c1cccs1 | -2.3% | 0.0% | -7.9%
CC1=CC(C)(C)NC(=S)N1C(C)c1ccccc1 (stereo not given) | 1.9% | / | ?
Cn1c(N/N=C\c2cccc(O)c2)cc(=O)n(C)c1=O | -3.7% | -4.6% | ?
COc1ccc(OC)c(-c2nc3c(C#N)c[nH]n3c2NC2CCCCC2)c1 | / | 2.9% | ?
Cc1ccc(C(C)C)c(OCC(=O)NCC2(N3CCOCC3)CCCCC2)c1 | / | -0.5% | 7.31µM*
Cc1ccc(N2CC(=O)N(NC(=O)c3sc4nc(C)cc(C)c4c3N)CC2=O)cc1 | 8.2% | / | 6.6%
COC(=O)c1c(NC(=O)COC(=O)CNC(=O)C2CCCCC2)sc(C)c1C | 14.4% | 5.8% | ?
CC(CC(=O)Nc1nccs1)c1ccccc1 (stereo not given) | -10.9% | / | ?
CCOc1ccc(CNC(=O)c2cc3c(=O)n(C)c4ccccc4c3s2)cc1 | / | 2.3% | 2.59µM*
COC(=O)C(C)Sc1nc(NCc2ccccc2)nc(N(C)C)n1 (stereo not given) | 2.8% | -7.7% | -28.9%
O=C(c1ccc2c(=O)n3c(nc2c1)CCCCC3)N1CCCCC1 | -3.1% | 0.1% | 9.1%
Cc1ccccc1OCCn1c(CCNC(=O)C(C)C)nc2ccccc21 | 5.3% | 5.5% | ?
COc1ccc(-c2ccc(=O)n(CC(=O)Nc3ccc(C)cc3C)n2)cc1 | / | 0.0% | ?
COc1ccc(C(=O)NC2CCN(S(=O)(=O)c3ccc(F)cc3)CC2)cc1 | 5.6% | 1.6% | 8.4%
Cc1ccc(-c2nnn(CC(=O)N(CC3CCCO3)C(C(=O)NC3CCCC3)c3ccc(O)cc3)n2)o1 (stereo not given) | ? | 6.0% | -25.6%
O=C(NNC(=S)Nc1ccccc1)c1cccc(Br)c1 | 4.7% | 7.9% | -24.6%
COc1ccc(C2=Nn3c(nnc3-c3cc(OC)cc(OC)c3)SC2)cc1 | 1.6% | -2.6% | /
COc1cc(Cl)c(C)cc1NC(=O)c1ccc(S(C)(=O)=O)cc1 | -5.5% | 0.0% | -1.5%
COc1ccc(NC(=O)CN(C)S(=O)(=O)c2ccccc2)c([N+](=O)[O-])c1 | -1.8% | 5.3% | -16.4%
COc1ccc(Nc2nc(NC(C)(C)C)nc(N3CCOCC3)n2)c(OC)c1 | -6.2% | 5.9% | ?
O=C(Nc1ccncc1)c1sc2ccccc2c1Cl | -6.9% | 5.3% | 18.4µM*
CN(Cc1ccc(C(C)(C)C)cc1)C(=O)c1ccc2c(=O)n3c(nc2c1)CCC3 | 1.2% | -5.9% | 20.6µM*
CCCc1cc(=O)n2[nH]c(SCc3ccccc3)nc2n1 | 9.4% | -2.1% | -7.3%
Cc1cc(C(=O)COC(=O)c2cccs2)c(C)n1-c1c(C)n(C)n(-c2ccccc2)c1=O | 2.8% | 0.0% | -23.7%
COc1cc(-c2cc(=O)c3c(O)c(OC)c(OC)c(O)c3o2)ccc1O | -13.5% | 0.0% | ?
O=C(OCC(=O)N1CCCC1)c1ccc(O)cc1 | 1.0% | 11.7% | -0.2%
O=C(CCN1CCN(C/C=C/c2ccccc2)CC1)Nc1cccc(F)c1 | -6.9% | 2.7% | 0.4%
O=C(COC(=O)c1cccc(S(=O)(=O)N2CCCCC2)c1)NC1CCCc2ccccc21 (stereo not given) | 1.9% | 2.3% | -3.3%
O=C(Nc1ccccc1)c1ccc(NCc2cccnc2)c(S(=O)(=O)N2CCOCC2)c1 | -3.0% | 6.8% | 14.6µM*
Cn1nc(C(=O)N2CCN(c3ccccn3)CC2)c2ccccc2c1=O | -6.8% | -7.2%[0.505 µM] | ?
Nc1nnc(SCc2ccc3c(c2)OCO3)s1 | -1.4% | 8.2% | -20.7%
Cc1ccc(C)c(Cn2cnc3c(cnn3C(C)(C)C)c2=O)c1 | -12.5% | -1.9% | 18.4µM*
COc1ccc(C(=O)Nc2cccc(-c3ccc4nncn4n3)c2)cc1OC | 1.3% | 2.5% | -30.0%
O=C(CCN1C(=O)/C(=C/c2ccccc2Cl)SC1=S)NCCCN1CCOCC1 | ? | 9.2% | ?

Three entries from above in another layout.
O=C(c1ccc2c(=O)n3c(nc2c1)CCCCC3)N1CCCCC1
  N370S GC = -3.1%	TDP1 inh = 0.1%	DT40 TDP1 no CPT = 9.1%

Cc1ccccc1OCCn1c(CCNC(=O)C(C)C)nc2ccccc21
  N370S GC = 5.3%	TDP1 inh = 5.5%	DT40 TDP1 no CPT = ?

COc1ccc(-c2ccc(=O)n(CC(=O)Nc3ccc(C)cc3C)n2)cc1
  N370S GC = /	TDP1 inh = 0.0%	DT40 TDP1 no CPT = ?

Source: PubChem (National Center for Advancing Translational Sciences (NCATS))

These rows are one share of the data (hit frequency here may not be typical).
